High-throughput results as filed in PubChem BioAssay.
KB-V1 cytotox: KB-V1 MDR subline cytotoxicity | KB-V1 MDR cells viability, CellTiter-Glo, 72 h | Potency, µM (series often up to 46.1 µM), inactives show top-dose activity change, negative = cytotoxicity, hits mostly cytotoxic | 400,000 tested, 3.4% active | AID 1347076; also: potency is read from the fitted curve at half-maximal effect; % is scaled to controls: 0 for no effect and ±100 for the full control effect; nearly all actives have a fitted effect of over 60% in size
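Potencies derive from concentration-effect curves fitted to normalized luminescence (CellTiter-Glo) of KB-V1 cells treated for 72 h at 37 degrees C in phenol-red-free DMEM containing 10% FBS.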
KB-3-1 tox: kills parental KB-3-1 adenocarcinoma cells. 400,000 tested, 1.4% active. Potency, µM (doses to about 46.1 µM), without a hit: at the top dose activity change, negative = cytotoxic, hits mostly cytotoxic. KB-3-1 viability, CellTiter-Glo ATP luminescence, 72 h. AID 1347075; also: potency is read from the fitted curve at half-maximal effect; % is scaled to controls: 0 for no effect and ±100 for the full control effect; nearly all actives have a fitted effect of over 60% in size
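Screening of KB-3-1 cells (DMEM, 10% FBS, phenol-red free) ran from lowest to highest compound concentration; after 72 h at 37 °C viability was read luminescently and curves fitted.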
HT1080NT lethal: kills 2HG-producing HT-1080-NT fibrosarcoma cells | HT-1080-NT fibrosarcoma viability, CellTiter-Glo ATP luminescence, 48 h | Potency, µM (series often up to 46.1 µM), inactives show top-dose activity, negative = less viability, actives largely listed as cytotoxic | 360,000 tested, 1.6% active;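 also: NT is the 2HG producing partner of a matched IDH1 knockdown line; potency is read from the fitted curve at half-maximal effect; 0% = DMSO-treated cells and -100% = media-only wells without cells; nearly all actives have a fitted effect of over 55% in size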
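HT-1080-NT fibrosarcoma cells (2HG-overproducing), 750 cells/well in RPMI with 5% FBS, dosed after 2 h and incubated 48 h at 37C. CellTiter-Glo luminescence normalized to DMSO and no-cell wells; concentration-response curves fitted and classed.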
WRN inhibitor: blocks human WRN helicase; Potency, µM (doses to about 114 µM), for the others: at the top dose activity change, negative = inhibition, most hits filed as inhibitors; AID 651768; WRN helicase unwinding, fluorescent forked duplex, kinetic; 360,000 tested, 0.46% active; also: potency is read from the fitted curve at half-maximal effect; % is scaled to controls: 0 for no effect and ±100 for the full control effect; nearly all actives have a fitted effect of over 55% in size
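Kinetic fluorescence helicase assay: unwinding of a quenched forked DNA duplex (100 nM final) with 2 mM ATP final raises red fluorescence (525/598 nm). Compounds sat 15 min at room temperature with 20 nM WRN beforehand.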
ATXN2 expr inh: reduces ATXN2 reporter expression in HEK-293 cells. 360,000 tested, 0.72% active. Potency, µM (highest dose often 57 µM), without a hit: at the highest dose activity change, negative = inhibition, actives largely listed as inhibitors. HEK-293 ATXN2-luciferase reporter, luminescence, 24 h; also: potency is read from the fitted curve at half-maximal effect; % is scaled to controls: 0 for no effect and ±100 for the full control effect; nearly all actives have a fitted effect of over 55% in size
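qHTS (up to 57 uM final) was run with 24 h compound exposure of reporter cells at 37 °C. Each well was multiplexed: SteadyGlo luminescence measured ATXN2-luciferase expression after a fluorogenic Gly-Phe-AFC viability readout (25 uM final).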
IL-1B inflam inh: inflammasome signaling inhibition, IL-1 beta readout | activity change, % at 57.5 µM | 360,000 tested, 4.7% active | THP-1 LPS/ATP IL-1B secretion, AlphaLISA, 16 h; hits give low values; in the data active = activity change below about -50%; inconclusive = mostly about -30% to -49%; also: % is scaled to controls: 0 for no effect and ±100 for the full control effect
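Secreted IL-1B measured by AlphaLISA bead assay after 16 h compound exposure of THP-1 cells; compounds (final up to 57.5 uM) added 1 h before LPS (250 ng/mL) and ATP (1.25 mM) stimulation; lower signal means less secretion.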
SW480 rereplic: induces DNA re-replication in SW480 colon adenocarcinoma cells; SW480 DNA re-replication, Hoechst DNA content imaging, 48 h; Potency, µM (series often up to 46.1 µM), for inactives: at the top dose re-replication activation, actives largely listed as activators; 340,000 tested, 1.8% active; also: potency is read from the fitted curve at half-maximal effect; % of control where 0% means no effect; nearly all actives have a fitted effect of over 55% in size
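Compounds, transferred as 23 nL by pin tool, were incubated with cells for 48 hr; DNA content per nucleus was then quantified by Hoechst staining and fluorescence plate imaging.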
MCF10A rerep: induces DNA re-replication in MCF 10a normal breast cells. AID 624296. MCF 10A DNA re-replication, Hoechst nuclear intensity, 48 h. 350,000 tested, 2.9% active. Potency, µM (top dose mostly 46.1 µM), for inactives: top-dose activity, positive = re-replication, actives largely listed as activators; also: potency is read from the fitted curve at half-maximal effect; % of control where 0% means no effect; nearly all actives have a fitted effect of over 50% in size
HT1080 IDH1KD tx: HT-1080 IDH1 knockdown cell toxicity (counter line); HT-1080 IDH1 knockdown viability, ATP luminescence, 48 h; 360,000 tested, 2% active; Potency, µM (titrated, usually from 46.1 µM), without a hit: at the highest dose activity, negative = toxicity, usual class: cytotoxic;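 also: potency is read from the fitted curve at half-maximal effect; 0% = DMSO wells and -100% = cell-free medium wells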
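In this qHTS, HT-1080 cells depleted of IDH1 are exposed for 48 h at 37 °C to compound titrations. Toxicity is scored from CellTiter-Glo luminescence, with DMSO as full viability and medium alone as none.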
* hit, by the source's call; ? = inconclusive; / = no result given; [ ] = another dose, or the depositor's remark. Unless noted, calls follow the shape of the dose curve; as a rule, active = well fitted curve in the direction sought with a large enough effect; inconclusive = small, poorly fitted or top-dose-only effect, or another doubt; inactive = no such curve, though single readings can be large; an effect the other way counts as inactive or inconclusive.

[1] CC(=O)c1c(C)[nH]c(C(=O)CN2C(=O)NC(CCc3ccccc3)C2=O)c1C (stereo unspecified)
[2] CC1=C(C(=O)N(C(C)C)C(C)C)CC(CC(=O)NCc2ccco2)C(=O)N1Cc1ccc(C(C)(C)C)cc1 (stereo unspecified)
[3] COc1ccc(NC(=O)NNC(=O)CCC(=O)Nc2ccccc2Cl)cc1
[4] O=S(=O)(NN=C(c1ccccc1)c1ccccc1)c1ccccc1
[5] COc1ccc(CCCC(=O)N/N=C\c2cccs2)cc1
[6] Nc1cccc(S(=O)(=O)Nc2ccccc2)c1
entry no.	1	2	3	4	5	6
KB-V1 cytotox	0%	22%	18%	-27%	3%	-8%
KB-3-1 tox	1%	0%	-3%	-9%	0%	7%
HT1080NT lethal	-9%	-25%	-1%	-6%	2%	-4%
WRN inhibitor	-7%	-8%	2%	-3%	-6%	-3%
ATXN2 expr inh	18%	?	/	/	3%	/
IL-1B inflam inh	0	-23	-2	?	3	23
SW480 rereplic	0%	/	-20%	/	0%	1%
MCF10A rerep	-10%	/	-3%	/	-1%	8%
HT1080 IDH1KD tx	0%	?	3%	4%	0%	0%

[7] CCOc1cccc2cc(-c3nnc(NCc4ccco4)s3)c(=O)oc12
[8] CC1(Cc2cccc(F)c2)C(=O)Nc2ccc(S(=O)(=O)NC3CCCCC3)cc21 (stereo unspecified)
[9] c1ccc(CC2CCN(c3nc4ccccc4n4nnnc34)CC2)cc1
[10] CCc1nc2c(s1)CCc1onc(-c3ccc(Cl)cc3)c1-2
[11] C=CCOc1ccc(/C(O)=C2\C(=O)C(=O)N(CCCOC)C2c2ccncc2)cc1 (stereo unspecified)
[12] COc1ccc2cc(C3NC(=O)c4ccccc4N3)c(Cl)nc2c1 (stereo unspecified)
entry no.	7	8	9	10	11	12
KB-V1 cytotox	-15%	-16%	-14%	-18%	6%	18%
KB-3-1 tox	0%	0%	-18%	-12%	-2%	4%
HT1080NT lethal	-5%	-24%	-6%	14%	11%	18%
WRN inhibitor	?	-2%	7%	-13%	-9%	-4%
ATXN2 expr inh	18%	?	6%	6%	3%	-28%
IL-1B inflam inh	-2	15	17	28	18	-13
SW480 rereplic	?	/	-4%	-4%	-3%	-13%
MCF10A rerep	21µM*	/	?	18%	11%	2%
HT1080 IDH1KD tx	-19%	0%	-8%	10%	10%	8%

[13] Cc1ccc(S(=O)(=O)N(C(=O)c2ccncc2)c2ccc(OC(=O)c3ccncc3)c3ccccc23)cc1
[14] Nc1nc(CCl)nc(Nc2cccc3ccccc23)n1
[15] Cc1cccc(NC(=O)CNC(=O)COC(=O)C2CC2C)c1C (stereo unspecified)
[16] Cc1ccc(C)c(NC(=S)N2CCC(c3nc4ccccc4s3)CC2)c1
[17] COc1ccc(-c2nc(-c3ccc(Br)o3)no2)cc1
[18] N#Cc1c(N)nc2c(c1-c1ccc3c(c1)OCO3)CCc1ccccc1-2
entry no.	13	14	15	16	17	18
KB-V1 cytotox	4%	?	?	-14%	?	?
KB-3-1 tox	-1%	?	14%	-4%	-23%	?
HT1080NT lethal	?	0.52µM*	7%	?	6%	?
WRN inhibitor	-10%	-14%	2%	-6%	1%	-15%
ATXN2 expr inh	19µM*	/	9%	-9%	109%[activator]	22%
IL-1B inflam inh	-79*	-100*	17	-28	11	-12
SW480 rereplic	13%	?	-2%	7%	-2%	?
MCF10A rerep	?	?	4%	-4%	0%	?
HT1080 IDH1KD tx	?	?	26%	?	8%	16µM*

[19] CCOc1ccccc1OCCCC(=O)N1CCN(S(=O)(=O)c2ccccc2C#N)CC1
[20] Cn1nc(C(=O)Nc2ccc(Cl)cc2)cc1C(=O)Nc1ccc(Cl)cc1
[21] CCCS(=O)(=O)NC(=O)C1(C)CCCN(C(=O)c2sccc2C)C1 (stereo unspecified)
[22] COC(=O)C1=C(C)N(CCCCCC(=O)O)C(=O)NC1c1ccccc1 (stereo unspecified)
[23] CCC1CN(C(=O)NCc2ccccc2)c2cc(Cl)ccc2O1 (stereo unspecified)
[24] O=C(Nc1ccc2ncccc2c1)Nc1ccc2ncccc2c1
entry no.	19	20	21	22	23	24
KB-V1 cytotox	-2%	23%	4%	?	-1%	1%
KB-3-1 tox	-11%	9%	0%	15%	?	-2%
HT1080NT lethal	0%	13%	19%	14%	-2%	6%
WRN inhibitor	2%	1%	-1%	2%	-4%	-8%
ATXN2 expr inh	/	/	11%	1%	-6%	/
IL-1B inflam inh	-20	15	18	13	-22	/
SW480 rereplic	/	-1%	/	8%	-5%	-8%
MCF10A rerep	/	2%	/	3%	3%	-5%
HT1080 IDH1KD tx	2%	0%	18%	11%	3%	9%

[25] O=C(O)c1cc2ccccc2c2cc(Br)ccc12
[26] Cc1ccccc1NC(=O)CCCCCN1C(=O)[C@@H]2Cc3ccccc3CN2C1=O
[27] Cc1ccnc2nc(C(=O)Nc3nc(-c4ccccn4)cs3)nn12
[28] COc1ccc(S(=O)(=O)Nc2c(C)n(C)n(-c3ccccc3)c2=O)cc1
[29] Cc1ccc(S(=O)(=O)c2ccc(Cl)cc2)cc1S(=O)(=O)N(C)CC(=O)O
[30] O=C(COC(=O)C1CCN(S(=O)(=O)c2ccccc2)CC1)NCCc1ccccc1
entry no.	25	26	27	28	29	30
KB-V1 cytotox	0%	-14%	-19%	8%	4%	13%
KB-3-1 tox	-1%	?	7%	0%	13%	4%
HT1080NT lethal	-1%	-3%	-23%	0%	0%	3%
WRN inhibitor	-4%	-1%	?	-7%	-1%	-3%
ATXN2 expr inh	/	-4%	3%	3%	6%	/
IL-1B inflam inh	10	-18	41	-16	11	10
SW480 rereplic	-10%	1%	71%	-4%	-39%[inhibitor]	3%
MCF10A rerep	1%	-1%	4%	1%	12%	1%
HT1080 IDH1KD tx	-1%	-5%	-11%	12%	1%	3%

[31] O=C(Nc1nc2ccccc2s1)C1CCN(C(=O)c2ccco2)CC1
[32] O=C(Nc1ccnn1C1CCN(Cc2ccc(CO)o2)CC1)c1cccc(F)c1
[33] Cc1cnnc2c1-c1nonc1CC2
[34] COc1cccc(NC(=S)N2CCC(N(C)CC3CCCO3)CC2)c1 (stereo unspecified)
[35] C=CCNC(=S)N/N=C/c1ccc(-c2cc(Cl)ccc2Cl)o1
[36] CCCCN(C(=O)c1cc2c(s1)CCC2)c1c(N)n(CCCC)c(=O)[nH]c1=O
entry no.	31	32	33	34	35	36
KB-V1 cytotox	?	0%	20%	0%	2%	15%
KB-3-1 tox	?	0%	10%	-7%	9%	11%
HT1080NT lethal	?	-3%	6%	13%	1%	1%
WRN inhibitor	-6%	-2%	-14%	1%	3%	0%
ATXN2 expr inh	-10%	/	2%	-5%	?	2%
IL-1B inflam inh	?	-24	16	-3	2	-4
SW480 rereplic	0%	/	0%	18%	23%	-38%[inhibitor]
MCF10A rerep	-17%	/	-1%	?	?	-18%
HT1080 IDH1KD tx	-2%	-2%	14%	10%	2%	12%

[37] Cc1ccccc1NC(=O)CN1CCc2ccccc2C1
[38] COc1ccc(S(=O)(=O)N2CCCC(C(=O)N3CCN(C)CC3)C2)cc1C (stereo unspecified)
[39] Cc1nc2ccccn2c1CN(C)C(=O)C1CCC(=O)N(Cc2cccc(F)c2)C1 (stereo unspecified)
[40] CCN(CC)C(=O)C1CCN(Cc2cccc(OCc3ccccc3)c2)CC1
[41] Cc1cccc(OCC(=O)Nc2ccc3c(c2)nc(CCN2CCC(C)CC2)n3C)c1
[42] O=S(=O)(c1ccc(-c2csc(Nc3ccc(F)cc3)n2)cc1)N1CCCC1
entry no.	37	38	39	40	41	42
KB-V1 cytotox	?	-2%	0%	?	-9%	-14%
KB-3-1 tox	-3%	1%	8%	-5%	?	-10%
HT1080NT lethal	11%	-2%	3%	-1%	-19%	?
WRN inhibitor	6%	-19%	-1%	3%	-17%	-12%
ATXN2 expr inh	2%	2%	6%	0%	-21%	-22%
IL-1B inflam inh	19	3	16	-16	-64*	1
SW480 rereplic	3%	-4%	?	0%	3%	3%
MCF10A rerep	8%	5%	-2%	2%	0%	27%
HT1080 IDH1KD tx	4%	3%	2%	-1%	-16%	?

By substructure, those above with a COOH group.
[22] COC(=O)C1=C(C)N(CCCCCC(=O)O)C(=O)NC1c1ccccc1 (stereo unspecified)
[25] O=C(O)c1cc2ccccc2c2cc(Br)ccc12
[29] Cc1ccc(S(=O)(=O)c2ccc(Cl)cc2)cc1S(=O)(=O)N(C)CC(=O)O
entry no.	22	25	29
KB-V1 cytotox	?	0%	4%
KB-3-1 tox	15%	-1%	13%
HT1080NT lethal	14%	-1%	0%
WRN inhibitor	2%	-4%	-1%
ATXN2 expr inh	1%	/	6%
IL-1B inflam inh	13	10	11
SW480 rereplic	8%	-10%	-39%[inhibitor]
MCF10A rerep	3%	1%	12%
HT1080 IDH1KD tx	11%	-1%	1%

(cont.)
[43] O=C(CCSc1ccc(F)cc1)NNC(=O)c1ccccc1Cl
[44] COc1ccc(NC(=O)c2cc(S(=O)(=O)N3CCCCC3)ccc2OC)cc1
[45] COCC(=O)Nc1ccccc1C#N
[46] COc1cc(/C=C/C(=O)O)cc(S(=O)(=O)Nc2ccc3c(c2)CCC3)c1OC
entry no.	43	44	45	46
KB-V1 cytotox	-7%	4%	14%	12%
KB-3-1 tox	-26%	0%	1%	0%
HT1080NT lethal	2%	14%	22%	22%
WRN inhibitor	10%	-8%	1%	4%
ATXN2 expr inh	-11%	0%	60%[activator]	-5%
IL-1B inflam inh	67	-4	-14	-16
SW480 rereplic	?	-1%	5%	-3%
MCF10A rerep	4%	-25%	0%	6%
HT1080 IDH1KD tx	6%	0%	19%	14%
